APP transl inh – inhibitors of APP translation via 5'UTR reporter, primary screen, APP 5'UTR luciferase, SH-SY5Y cells; actives 0.82% (n = 190,000); SH-SY5Y APP 5'UTR-luciferase reporter, luminescence; inhibition, % at 2 µM;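 active means inhibition above a set limit, derived from the sample mean plus 3 SD, cut at about 45% in these data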; further: values of inactives mirror those of a sister screen read the other way
FLuc inhib CS – firefly luciferase enzyme inhibitors, primary screen, artefact control for luciferase-based inhibitor screens, biochemical, luminescence, ATPLite. Luciferin 4-monooxygenase (Photinus pyralis), P08659. 10 min. inhibition, % at 10 µM. actives 1.5% (n = 200,000). AID 1006, 2008;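 active means inhibition above about 50% when tested at 10 µM, limit read from the data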
Target sequence (P08659 whole entry, looked up): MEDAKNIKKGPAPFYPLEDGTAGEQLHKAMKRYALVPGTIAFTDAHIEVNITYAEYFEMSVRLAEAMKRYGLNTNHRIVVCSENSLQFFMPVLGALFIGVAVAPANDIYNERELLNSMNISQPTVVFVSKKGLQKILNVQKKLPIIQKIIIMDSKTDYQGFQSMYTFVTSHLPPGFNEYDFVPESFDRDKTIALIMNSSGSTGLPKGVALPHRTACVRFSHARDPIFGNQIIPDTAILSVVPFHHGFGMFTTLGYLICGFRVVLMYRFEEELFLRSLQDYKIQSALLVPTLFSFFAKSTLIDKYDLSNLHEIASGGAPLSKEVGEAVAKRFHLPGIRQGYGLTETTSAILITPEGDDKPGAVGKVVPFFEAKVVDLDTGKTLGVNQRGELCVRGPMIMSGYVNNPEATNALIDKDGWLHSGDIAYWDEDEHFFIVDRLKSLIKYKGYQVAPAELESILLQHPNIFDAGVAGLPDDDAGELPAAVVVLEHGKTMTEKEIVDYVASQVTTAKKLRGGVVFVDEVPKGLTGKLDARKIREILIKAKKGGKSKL
Lmaj promast – Leishmania major promastigote growth inhibition, primary screen; Leishmania major promastigotes, resazurin fluorescence viability; inhibition, % at 10 µM; actives 9% (n = 200,000); in the data active means inhibition above about 50%;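 further: promastigotes grown with compound for 44 hours at 28 °C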
RAM inhibit – inhibitors of the yeast RAM network, primary screen, dse1pr::URA3 reporter, 5-FOA selection; S. cerevisiae dse1pr::URA3 reporter, 5-FOA growth OD615, 2 d; analog-sensitive cbk1-as2 kinase mutant strain; actives 1.8% (n = 190,000); inhibition, % at 50 µM;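 active means inhibition above a set limit, 3 SD over mean compound inhibition, cut at about 8.4% in these data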;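 further: 0% = DMSO-only wells with no growth and 100% = 10 µM 1-NA-PP1 full growth; inhibition rescues growth on 5-FOA so higher OD means more RAM inhibition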
bIAP activator – bovine intestinal alkaline phosphatase activators, primary screen, biochemical, bovine IAP, CDP-star luminescence | alkaline phosphatase, intestinal [Bos taurus] | purified bovine IAP, 30 min; hits give high values; fold of DMSO-control signal, blank-subtracted | activation factor at 20 µM | actives 0.17% (n = 200,000);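 active means activation factor of 2 or more at 20 µM, a signal rise over negative controls twice the positive control's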
TNAP act hiacc – TNAP activators at high phosphate acceptor level, primary screen, biochemical, luminescence, uHTS | purified TNAP, CDP-star luminescence, 1 M DEA, 30 min; hits give high values; 0 = EDTA background, 1 = DMSO-only activity | AID 1136, 2008 | activation factor at 20 µM | 200,000 tested, under 10 active;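 active means activation factor at least 2 at 20 µM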
Target sequence (P05186 whole entry, looked up): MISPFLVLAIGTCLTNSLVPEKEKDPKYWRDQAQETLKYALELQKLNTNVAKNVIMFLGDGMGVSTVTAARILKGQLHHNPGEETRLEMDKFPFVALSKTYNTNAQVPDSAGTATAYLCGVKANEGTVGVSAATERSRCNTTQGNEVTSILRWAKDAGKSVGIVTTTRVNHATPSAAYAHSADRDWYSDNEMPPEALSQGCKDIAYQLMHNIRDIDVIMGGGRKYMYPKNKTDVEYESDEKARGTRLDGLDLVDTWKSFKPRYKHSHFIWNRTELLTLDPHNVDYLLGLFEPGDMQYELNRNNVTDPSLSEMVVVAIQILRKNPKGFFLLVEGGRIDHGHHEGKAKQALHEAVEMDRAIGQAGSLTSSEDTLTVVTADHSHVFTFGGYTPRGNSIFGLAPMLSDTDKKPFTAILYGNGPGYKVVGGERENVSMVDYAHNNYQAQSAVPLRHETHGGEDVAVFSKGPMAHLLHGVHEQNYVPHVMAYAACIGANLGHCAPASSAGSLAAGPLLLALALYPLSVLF
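Measured by: Luminescent substrate turnover signal | Test system: Human TNAP | Input: TNAP 1/800 final | Dosing: 20 µM single point | Schedule: 30 min, room temperature | Controls: EDTA wells as negative control, DMSO wells as positive control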
TNAP inh hiacc – human TNAP enzyme inhibitors, primary screen, biochemical, luminescent, high phosphate acceptor level, uHTS; actives 0.03% (n = 200,000); purified TNAP, CDP-star luminescence, 1 M DEA; inhibition, % at 20 µM;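 active means over 50% inhibition of tissue-nonspecific alkaline phosphatase at 20 µM in the single-dose screen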;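 further: plate controls were DMSO wells for no effect and EDTA-quenched wells as full inhibition for full effect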
TNAP inh noacc – human TNAP enzyme inhibitors, primary screen, biochemical, luminescent, no phosphate acceptor, uHTS; purified TNAP, CDP-star luminescence, 30 min; actives 0.26% (n = 200,000); inhibition, % at 20 µM; AID 1012, 2008; Alkaline phosphatase, tissue-nonspecific isozyme (Homo sapiens), P05186;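 active means tissue-nonspecific alkaline phosphatase inhibition above about 50% at 20 µM in the single-dose screen, limit read from the data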;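 further: 0% = DMSO negative control and 100% = EDTA positive control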
FLuc act counter – FLuc activators, initial screening, artefact control for FLuc-dependent activation tests, biochemical, ATPlite luminescence; 200,000 tested, under 10 active; AID 1027, 2008; activation factor at 10 µM; Luciferin 4-monooxygenase (Photinus pyralis), P08659; ATPlite luciferase biochemical, 10 min; 0 = ATP-free wells, 1 = DMSO control;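 active means luciferase activation factor, scaled between plate controls, of at least 2 with compound at 10 µM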
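Material: Luciferase/luciferin reagent mix | Doses: Test compounds dosed from 2 mM stocks in 100% DMSO | Timing: 10 min incubation after luciferase reagent addition, room temperature | Measured by: Luminescence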
bIAP inhibitor – bovine intestinal alkaline phosphatase inhibitors, primary screen, selectivity assay for TNAP inhibitor project, biochemical, bovine IAP, CDP-star luminescence; purified bovine IAP, 30 min; inhibition, % at 20 µM; 190,000 tested, under 10 active;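 active means over 50% inhibition of intestinal alkaline phosphatase at 20 µM in the single-dose screen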
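System: Purified bovine intestinal alkaline phosphatase (IAP) enzyme | Input: IAP diluted 1/65,000,000 in the well | Also added: CDP-star chemiluminescent phosphatase substrate, 30 µM final | Dosing: 20 µM single dose | Times: Enzyme reaction for 30 min at room temperature | Detection: Luminescence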
An asterisk follows results filed as active; x = no result given.

SMILES	APP transl inh	FLuc inhib CS	Lmaj promast	RAM inhibit	bIAP activator	TNAP act hiacc	TNAP inh hiacc	TNAP inh noacc	FLuc act counter	bIAP inhibitor
CC(=O)Nc1ccc(C(=O)CSc2nc3ccc(C)cc3[nH]2)cc1	-0.1	-5.7	52.9*	1.2	0.9	1	1.1	-33.5	1.1	10.1
CCOC(=O)N1CCN(C(=O)CC(C(=O)N2CCc3ccccc32)n2ccnc2)CC1 (stereo not given)	-1.6	1.2	83.4*	-0.1	1	1	-3.7	2.0	1	1.4
COc1ccc2c(c1)c(N=O)c(O)n2C	2.2	-3.7	-11.8	0.4	0.9	1	-0.4	30.4	1	7.6
Cc1ccc(C2=NN(S(C)(=O)=O)C(c3cccs3)C2)cc1 (stereo not given)	-71.7	3.3	4.4	0.8	1.1	1	1.9	-4.4	1	-11.9
COc1ccc2c(c1)C(=O)[C@@H](O)[C@H](c1ccc(OC)c(Br)c1)O2	-28.2	-8.2	98.4*	0.5	1	0.9	8.4	-4.4	1.1	4.6
O=C(Nc1ncc2c(n1)-c1ccccc1CC2)C1CC1	-8.6	-2.6	10.9	3.6	1.1	1	1.2	-9.1	1	-6.8
CCOC(=O)c1nnn(-c2nonc2N)c1COc1ccc(F)cc1	2.2	-5.6	2.0	1.3	0.8	1	-1.3	-2.9	1.1	21.0
COc1ccc(CCn2c(N)c(C#N)c3nc4ccccc4nc32)cc1OC	6.6	-1.6	91.4*	6.0	0.9	1	-1.5	-8.3	1	5.4
CCN1CC=C2C(C#N)=C(N)C(C#N)(C#N)[C@H](c3cccc(OC)c3OC)[C@H]2C1	-8.9	-3.5	13.8	2.2	1.1	0.9	9.8	-24.5	1	-13.3
Cc1ccc(Oc2nnc(-c3ccccc3)c3ccccc23)cc1	5.2	-0.5	9.6	4.5	1	1	-2.8	-7.2	1	-0.2
Nc1c(C(=O)NCc2ccccc2)nnn1Cc1ccc(F)cc1	-16.4	-0.2	-7.3	0.5	0.9	1	-0.1	-5.0	1	13.9
CCOc1ccc2nc(NC(=O)CSc3nc4c(c(=O)n(C)c(=O)n4C)n3CC)sc2c1	x	-4.4	x	x	1.1	1	-3.2	8.7	1	-7.4
CCOC(=O)c1c(N)sc2c1C1CCN2CC1	-9.6	-3.6	7.0	0.3	1	1	0.4	-13.6	1	-0.1
Cc1sc2nc(C3CC3)nc(SCC(=O)N3CCCc4ccccc43)c2c1C	12.9	-4.4	93.5*	9.2*	1	1	0.5	9.1	1	-4.4
Cc1cc(C(=O)CSc2nnc(-c3cccc(F)c3)n2N)c(C)n1Cc1ccc2c(c1)OCO2	-8.3	-2.9	74.8*	2.5	1.6	1	-2.5	-4.3	1	-58.1
Cc1ccccc1Cn1c(=O)n(-c2ccccc2)c(=O)c2ccc(C(=O)NCc3ccco3)cc21	-4.2	1.8	-6.5	2.2	1	1	-1.9	-4.1	1	4.5
Cc1ccc(C)c(NC(=O)CCC(=O)N/N=C/c2cc([N+](=O)[O-])ccc2O)c1	-9.2	-9.3	-1.9	1.1	1	1	2.3	25.0	1.1	4.4
CCc1ccccc1NC(=O)CC1SCCNC1=O (stereo not given)	-8.3	-8.6	-0.1	4.8	0.7	1.1	-7.1	-17.5	1.1	26.3
CC(=O)N=c1c(C#N)cc2c(=O)n3ccccc3nc2n1Cc1ccccc1	-8.3	-0.4	17.5	2.0	1.1	1	0.1	-4.6	1	-6.6
CC(C(=O)NCc1ccco1)c1ccc([N+](=O)[O-])cc1 (stereo not given)	0.5	-9.5	-2.6	-0.7	0.9	1	-4.7	-7.4	1.1	14.7
CCOc1ccc(C(CC(=O)O)n2cnnn2)cc1 (stereo not given)	-11.2	-2.6	-10.0	2.2	1.1	1	-2.2	10.2	1	-5.6
Cc1ccc(C2C3=C(CC(C)(C)CC3=O)N(CCN3CCOCC3)C3=C2C(=O)CC(C)(C)C3)cc1	-1.1	-3.9	1.0	1.1	1.5	1.1	-10.5	-26.4	1	-53.9
CCC(O)C1CCN(Cc2cn(Cc3ccccc3)nc2-c2cc3ccccc3o2)CC1 (stereo not given)	-9.0	0.7	37.2	1.1	1.2	1.1	-5.0	-2.8	1	-19.4
CC12CCC(C(=O)N(CCC#N)CCC#N)(CC1=O)C2(C)C (stereo not given)	1.7	-0.4	-4.5	-0.7	1	1	-4.1	-8.4	1	-4.8
CCc1ccc(CCC(=O)Nc2ncc(Cc3ccccc3Cl)s2)o1	71.1*	-5.4	-5.0	7.4	0.8	1	-2.3	-18.3	1.1	23.9
More records:
SMILES	APP transl inh	FLuc inhib CS	Lmaj promast	RAM inhibit	bIAP activator	TNAP act hiacc	TNAP inh hiacc	TNAP inh noacc	FLuc act counter	bIAP inhibitor
CCOC(=O)c1[nH]c(C)c(CCC(=O)OC)c1C	-7.4	-3.3	-11.1	1.2	1	1	-0.7	-5.9	1	1.0
COc1ccc(NC(=O)CSc2nc3c(cc2C#N)CN(C)CC3)cc1	x	-10.5	x	0.9	0.9	1	1.6	-10.1	1.1	9.4
COc1cc([C@H]2[C@@H]3CCCC[C@]3(O)CCN2CC(=O)Nc2ccc(C)cc2)ccc1O	1.3	-6.8	3.3	-0.8	1	1.1	-6.5	-18.2	1.1	-1.5
O=C(NCc1nc2ccccc2[nH]1)c1cccc(S(=O)(=O)N2CCCC2)c1	-3.9	-6.1	-4.2	1.2	0.8	1.1	-5.2	-16.9	1.1	16.0
COc1cc(C(=S)NC2CCCCC2)ccc1O	5.7	-2.8	7.3	0.3	0.9	1	-4.4	-12.1	1	5.4
O=C(CCCSc1nc2ccccc2s1)NC1=NCCS1	5.3	9.9	-1.8	1.6	1.1	1.1	-5.8	-2.9	0.9	-12.6
COC(=O)CSc1nnc(-c2ccco2)o1	-5.5	-4.1	-2.2	0.0	1	1	-3.8	-3.6	1	4.8
O=C(c1ccccc1)c1ccc(OC(=O)N2CCOCC2)cc1	-20.4	-1.1	-3.3	-0.1	1.1	1	-0.9	-6.2	1	-10.7
O=C(NNC(=O)c1cc2cc3ccccc3nc2s1)c1ccc(F)cc1	0.2	-4.9	-2.9	3.5	1.1	1	-4.2	-2.1	1	-7.0
CC(C)C(C)NC(=O)COC(=O)c1cccc(C(=O)OCC(=O)NC(C)C(C)C)n1 (stereo not given)	-1.0	-5.9	-1.1	2.9	1.2	1	-2.3	-55.5	1.1	-17.4
Cc1ccccc1C(=O)Nc1ccc(O)cc1C(=O)O	-14.8	2.2	-8.1	0.7	0.9	1	-1.1	-4.4	1	14.1
CCC(COC(=O)Nc1cccc(C)c1C)NC(=O)OCC(C)C (stereo not given)	-12.1	-2.9	-0.3	0.6	0.9	1	3.3	-1.8	1	9.3
CCOC(=O)CN1C(=O)N[C@@H](c2ccccc2)C(C(=O)OC)=C1C	-9.6	-5.8	-1.2	1.7	0.9	1	-1.9	-8.3	1.1	8.7
CCNS(=O)(=O)c1ccc(NS(C)(=O)=O)cc1	-0.6	-3.2	-3.2	0.8	1	1	1.4	-9.5	1	-0.6
O=C(Cn1c(=O)n(Cc2ccco2)c(=O)c2c3c(sc21)CCCC3)Nc1ccccc1	9.9	-6.4	30.2	4.1	1.1	1.1	-7.1	-22.3	1.1	-13.5
c1ccc(-n2nnnc2-n2cnc3ccccc32)cc1	-1.7	-4.7	-4.8	0.8	0.9	1	-3.8	-1.0	1	5.3
O=C(Nc1ccc(Cl)cc1)Nc1cc(S(=O)(=O)N2CCOCC2)ccc1N1CCCC1	17.9	-6.2	-5.1	9.3*	1.2	1.1	-13.9	-51.3	1.1	-16.9
O=C(Cc1cccc2ccccc12)N1CCCc2ccccc21	-3.7	-3.5	7.3	4.1	0.9	1.1	-6.9	-8.0	1	10.5
O=C(CN1C(=O)/C(=C/c2cccc(Br)c2)SC1=S)N1CCCC1	8.7	-5.2	26.9	5.3	0.8	1	-4.9	-5.8	1.1	25.0
Cn1c(=O)c(C(=O)COc2ccc(F)cc2Cl)c(N)n(Cc2ccccc2)c1=O	-17.4	-4.2	56.0*	3.9	0.9	1	-4.5	-13.4	1	6.2
O=C(CSC1c2ccccc2C(=O)N1c1ccccc1)N1CCOCC1 (stereo not given)	-10.1	-2.8	-1.9	-0.5	1.1	1	-2.2	-8.2	1	-8.3
O=C(CN1CCN(c2ccc(Cl)cc2)CC1)N1CCCC1	6.7	-5.0	-7.4	0.7	1	1.1	-11.3	-19.2	1.1	1.6
CCc1nnc(NS(=O)(=O)c2ccc(N/C=C/C(=O)c3ccc(OC)cc3)cc2)s1	-6.1	-2.0	-6.7	3.8	1	1	-2.5	-3.4	1	-4.6
Cc1cc(-c2n[nH]c(=S)n2-c2ccc(C)c(C)c2)no1	13.7	8.8	-2.9	0.8	1.1	1	-3.0	-1.1	0.9	-6.7
COc1cc(-c2nnco2)cc(OC)c1OC	-61.0	1.1	1.7	0.8	1	1.1	-8.0	-10.3	1	2.0
Clc1cccc(CSc2nnc(-c3cccnc3)n2Cc2ccco2)c1	2.2	0.6	24.0	0.0	1.1	0.9	6.0	0.2	1	-5.0
CCCn1c(=S)[nH]c2ccc(C(F)(F)F)cc21	-8.9	1.4	-2.7	0.3	1.1	1	2.4	5.5	1	-10.1
O=C(c1ccccc1)c1ccc(OCC(O)CN2CCCC2)cc1 (stereo not given)	14.7	-1.7	31.6	-0.8	1.3	1	-4.9	-4.4	1	-27.8
O=C(Nc1nccs1)c1cccc(NC(=O)c2ccco2)c1	0.2	0.9	97.3*	3.7	1	1	4.6	-1.8	1	-1.6

Compound profiles (already shown). Screens in order: APP transl inh | FLuc inhib CS | Lmaj promast | RAM inhibit | bIAP activator | TNAP act hiacc | TNAP inh hiacc | TNAP inh noacc | FLuc act counter | bIAP inhibitor
O=C(CCCSc1nc2ccccc2s1)NC1=NCCS1 is listed as 5.3 | 9.9 | -1.8 | 1.6 | 1.1 | 1.1 | -5.8 | -2.9 | 0.9 | -12.6
CC(C)C(C)NC(=O)COC(=O)c1cccc(C(=O)OCC(=O)NC(C)C(C)C)n1 (stereo not given) is listed as -1.0 | -5.9 | -1.1 | 2.9 | 1.2 | 1 | -2.3 | -55.5 | 1.1 | -17.4

RAM inhibit, what is marked active above
Molecule | APP transl inh | FLuc inhib CS | RAM inhibit | bIAP activator | TNAP act hiacc | TNAP inh hiacc | TNAP inh noacc | bIAP inhibitor
Cc1sc2nc(C3CC3)nc(SCC(=O)N3CCCc4ccccc43)c2c1C | 12.9 | -4.4 | 9.2* | 1 | 1 | 0.5 | 9.1 | -4.4
O=C(Nc1ccc(Cl)cc1)Nc1cc(S(=O)(=O)N2CCOCC2)ccc1N1CCCC1 | 17.9 | -6.2 | 9.3* | 1.2 | 1.1 | -13.9 | -51.3 | -16.9

Screening data as filed in PubChem.
